PfHsp90 yeast 2 – growth inhibition of PfHsp90-expressing yeast, primary screen, antimalarial PfHsp90 inhibitor project, S. cerevisiae, BacTiter-Glo luminescence, single point, set 2; inhibition, % at 9.4 µM; AID 504621, 2011; hit rate 0.32% among 310,000; BacTiter-Glo ATP, 48 h; yeast lacking PDR1 and PDR3 efflux regulators;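 active means every replicate shows inhibition above about 80%, whatever the replicate mean, limit read from the data; inconclusive means mean inhibition reaches the set limit but some replicate falls short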;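 further: 0% = DMSO neutral controls and 100% = 20 µM radicicol positive controls; yeast relying on Plasmodium falciparum Hsp90 in place of its own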
NSD2 inh – NSD2 histone methyltransferase inhibitors, primary screen, biochemical, AlphaScreen, single concentration, set 2 | Histone-lysine N-methyltransferase NSD2 (Homo sapiens), O96028 | NSD2 peptide methylation, 120 min | inhibition, % at 12.5 µM | hit rate 0.54% among 310,000 | AID 743445, 2014; in the data active means inhibition above about 50%
C-LANA FP – inhibitors of KSHV C-LANA binding to DNA, primary screen, biochemical, fluorescence polarization, FAM-LBS DNA, MBP-C-LANA, single point; hit rate 0.078% among 340,000; inhibition, % at 9 µM; Kaposi's sarcoma herpesvirus LANA C-terminal domain (residues 932-1162) DNA binding; AID 504423, 2011;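 active means highest replicate inhibition at or above 60% at 9 µM, even if other replicates fall short; inactive means all replicates below 60% inhibition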;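 further: 0% = neutral control wells and 100% = 4 µM acridine orange control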
cardiac RTF act – cardiac RTF calcium sensitivity activators, primary screen, biochemical, IANBD-TnC fluorescence, EC20 calcium; IANBD-labeled TnC RTF fluorescence at EC20 calcium; 0% EC20 calcium, 100% full calcium; activation, % at 7.2 µM; hit rate 0.24% among 340,000; AID 493008, 2010;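 active means activation above the mean over all tested compounds plus 3 SD, cut at about 30% in these data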;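 further: rise in fluorescence read as greater calcium sensitivity of cardiac thin filaments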
Rtt109 HAT inh – inhibitors of C. albicans Rtt109/Vps75 HAT, primary screen, biochemical, ThioGlo CoA-SH fluorescence, plate reader; Histone acetyltransferase RTT109 (Candida albicans (strain SC5314 / ATCC MYA-2876)), …; purified Rtt109/Vps75, 4 h; inhibition, % at 34.9 µM; hit rate 0.16% among 330,000; AID 540336, 2011;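 active means inhibition of at least 50% in every replicate; inconclusive means best replicate reaches 50% inhibition but some replicates fall short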
Target sequence (Q5AAJ8 whole entry, looked up): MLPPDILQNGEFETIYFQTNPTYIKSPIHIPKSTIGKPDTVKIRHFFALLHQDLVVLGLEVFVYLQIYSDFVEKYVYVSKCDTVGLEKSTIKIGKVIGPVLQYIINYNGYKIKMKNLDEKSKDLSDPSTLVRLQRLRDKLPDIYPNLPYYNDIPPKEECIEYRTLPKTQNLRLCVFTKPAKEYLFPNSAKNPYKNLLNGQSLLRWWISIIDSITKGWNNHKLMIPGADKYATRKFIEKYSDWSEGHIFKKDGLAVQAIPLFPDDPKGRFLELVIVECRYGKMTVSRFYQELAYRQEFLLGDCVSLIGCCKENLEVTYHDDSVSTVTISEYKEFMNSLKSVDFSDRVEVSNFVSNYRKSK
dFosB act – activators of delta FosB homodimer, primary screen, biochemical, fluorescence polarization, TAMRA-CDK5 oligo, single point; purified delta FosB; percent of positive-control signal above neutral wells; activation, % at 25 µM; hit rate 0.99% among 340,000; AID 493131, 2011;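 active means mean activation above about 17%, with every replicate also reaching it, limit read from the data, passing the limit was not always enough; inconclusive means only one of the two conditions met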;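 further: fluorescence polarization rise as delta FosB binds a TAMRA Cdk5 AP-1 oligo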
Mot1-301 SUMO – yeast Mot1-301 growth rescue at high temperature, primary screen, SUMOylation pathway inhibitor project, S. cerevisiae, ATP luminescence, 38.5C. growth rescue, % at 18.8 µM. S. cerevisiae Mot1-301 growth rescue; percent above DMSO median, 100 means doubled. AID 2716, 2010. hit rate 1% among 320,000;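 active means every valid replicate shows activation above 250% relative to neutral control wells; inactive means the rest, any valid replicate at or below 250%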;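 further: OY570 slx delta 5 strain wells were the positive control but not used for scaling; some compounds called inactive have numbers as strong as hits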
PvdQ acylase – P. aeruginosa PvdQ acylase inhibitors, primary screen, biochemical, fluorescence, plate reader and imaging, single point; purified PvdQ acylase; inhibition, % at 10 µM; hit rate 0.063% among 340,000; in the data active means inhibition above about 30%, passing the limit was not always enough; inconclusive means no clear call, values can overlap the other calls;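 further: 0% = vehicle neutral wells and 100% = reference inhibitor wells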
Cardiac RTF inh – cardiac RTF calcium sensitivity inhibitors, primary screen, biochemical, IANBD-TnC fluorescence, EC70 calcium; Troponin I, cardiac muscle (Homo sapiens) + Troponin T, cardiac muscle (Homo sapiens) + …; IANBD-labeled cardiac RTF, Ca2+ fluorescence; inhibition, % at 7.15 µM; hit rate 0.12% among 340,000;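 active means inhibition above the mean inhibition of all tested compounds plus 3 SD, cut at about 17% in these data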;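 further: assay run at fixed EC70 calcium of 1.6 mM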
Keap1-Nrf2 PPI – Keap1-Nrf2 protein-protein interaction inhibitors, primary screen, biochemical, fluorescence polarization, single point | Keap1 Kelch-Nrf2 peptide fluorescence polarization, 1536-well | inhibition, % at 9.4 µM | hit rate 0.15% among 340,000 | Kelch-like ECH-associated protein 1 (Homo sapiens), Q14145; in the data active means inhibition above about 12%; inconclusive means no clear call, values can overlap the other calls; inactive means below about 7.3%;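 further: human Keap1 Kelch domain with fluorescein labeled Nrf2 9mer peptide probe; 0% = neutral control wells and 100% = peptide positive control; higher means more block of Keap1 binding to Nrf2 peptide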
Target sequence (Q14145 whole entry, looked up, the tested form may be a part): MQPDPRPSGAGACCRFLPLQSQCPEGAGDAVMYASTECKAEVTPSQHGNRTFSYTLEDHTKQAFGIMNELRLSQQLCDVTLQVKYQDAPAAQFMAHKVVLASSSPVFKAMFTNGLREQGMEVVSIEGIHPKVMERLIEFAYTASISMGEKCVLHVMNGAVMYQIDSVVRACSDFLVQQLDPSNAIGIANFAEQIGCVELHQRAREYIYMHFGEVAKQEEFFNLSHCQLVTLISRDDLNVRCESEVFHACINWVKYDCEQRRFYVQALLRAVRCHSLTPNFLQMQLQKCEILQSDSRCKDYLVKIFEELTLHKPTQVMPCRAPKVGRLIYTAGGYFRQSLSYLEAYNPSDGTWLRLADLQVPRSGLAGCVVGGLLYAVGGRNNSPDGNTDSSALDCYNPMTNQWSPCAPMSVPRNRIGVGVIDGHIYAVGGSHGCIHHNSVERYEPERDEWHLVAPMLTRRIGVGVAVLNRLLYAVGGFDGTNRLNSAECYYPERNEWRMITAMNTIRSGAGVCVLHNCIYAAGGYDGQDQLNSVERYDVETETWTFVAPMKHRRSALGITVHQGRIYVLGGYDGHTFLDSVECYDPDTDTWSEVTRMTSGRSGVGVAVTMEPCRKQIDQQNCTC
CDK5 inh – inhibitors of human CDK5/p35 kinase, primary screen, biochemical, single concentration; Cyclin-dependent kinase 5 (Homo sapiens) + Cyclin-dependent kinase 5 activator 1 (Homo …; Recombinant CDK5/p35, ADP-Glo luminescence, 60 min; inhibition, % at 10 µM; hit rate 0.01% among 330,000; AID 488839, 2010;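 active means highest replicate inhibition of at least 50% and at least 75% of replicates reaching 50%; inconclusive means only one of the two criteria met; inactive means both criteria failed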;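 further: plate controls were DMSO neutral control for no effect and GW8510 at 10 µM for full effect; many of its hits are not listed in these tables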
* = called active by the depositor; ? = inconclusive; . = no result given. Rows were taken by chance; about 3.2% have a hit in one of these screens.

SMILES	PfHsp90 yeast 2	NSD2 inh	C-LANA FP	cardiac RTF act	Rtt109 HAT inh	dFosB act	Mot1-301 SUMO	PvdQ acylase	Cardiac RTF inh	Keap1-Nrf2 PPI	CDK5 inh
N#Cc1c(NC(=S)NC(=O)C2CCCC2)sc2c1CCCCC2	1	-1	0.4	2	6	-11	4	-5	-3	-3	-3.4
CCC(CC)NC(=O)Cc1ccccc1OC	26	2	0.3	-5	-6	4	12	-3	3	0	-1.1
CCOc1ccccc1N1CCN(CC(O)COc2ccc3c(C)cc(=O)oc3c2)CC1 (centres undefined)	-47	-1	-0.1	3	-2	-3	-9	-10	-11	-2	1.3
C/C(=N\N=C(c1ccccc1)c1ccccc1)c1ccco1	.	.	0.0	-2	6	8	576*	8	16	0	0.1
COc1ccc(OC)c2[nH]c(=O)c(CCNS(=O)(=O)c3ccc(F)cc3)cc12	12	-6	0.1	5	-5	-3	-1	-25	-11	-8	-0.4
O=C(CO/N=C1\CCCc2nonc21)Nc1ccc(Br)cc1	-1	-2	-1.1	-3	6	-6	21	-3	2	3	1.0
COc1ccc(CN(C(=O)c2ccc(C)cc2)C2CCS(=O)(=O)C2)cc1 (centres undefined)	12	6	0.0	2	-11	-8	205	-2	-6	-1	1.2
CC(NC(=O)CN(c1ccccc1F)S(C)(=O)=O)c1ccccc1 (centres undefined)	6	-2	-2.4	-1	-7	2	9	-13	-13	-4	-1.0
O=C1NC2c3c(Cl)sc(Cl)c3C(=O)C2O1 (centres undefined)	-7	44	10	-11	1	-6	.	16	-1	7	-0.1
O=C(O)c1ccccc1SSc1ccccc1C(=O)O	-2	5	1.5	2	-3	3	5	-11	-5	-3	-0.3
O=C(Nc1ncccc1Cl)c1cccc(F)c1	.	0	1.4	-6	-3	-1	2	-6	-4	0	0.4
CCOC(=O)CSc1nnc(CNC(=O)c2ccc(OC)cc2OC)n1-c1ccc(OC)cc1	15	-1	0.3	-6	0	-3	21	-17	-2	-2	-0.1
Cc1nn(-c2ccccc2)c(Cl)c1C(=O)NCC(C)C	.	0	-1.2	-3	-15	2	9	-5	5	-1	-1.1
CN(c1cccc(NC(=O)CN2C(=O)c3ccccc3S2(=O)=O)c1)S(C)(=O)=O	9	0	0.5	-1	5	-1	-16	13	-4	-1	0.4
CC(CC(=O)c1cccs1)CC(=O)c1cccs1	16	-4	-0.8	9	?	-2	24	3	4	0	-0.7
Cc1nc(NCCc2ccc(O)cc2)c2nnn(Cc3ccccc3)c2n1	8	-3	-0.5	2	2	-7	-16	-8	-2	-2	1.3
Nc1nnc(SCc2ccccc2F)n1-c1ccccc1	-5	0	0.3	2	-2	-6	.	-13	0	-1	-1.2
CCc1nn(CC(=O)N2CCC(C)CC2)c(=O)c2cccn12	-23	7	-0.6	-1	3	-1	5	-9	-5	1	-2.3
COC(=O)c1[nH]c2ccccc2c1NC(=O)CN1CCCc2ccccc21	8	0	0.9	4	-2	-4	17	-4	-24	3	1.8
Cc1cc(F)ccc1NC(=O)C1CSC2(C)CCC(=O)N12 (centres undefined)	.	-1	-0.5	3	6	-2	1	1	-5	0	1.0
Cc1nc(N)c(Br)c(C)c1Br	-7	4	0.2	2	9	1	-5	13	-3	-3	1.1
Oc1[nH]c2ccccc2c1N=NC(=S)NCCc1ccccc1	8	3	0.4	-9	-1	-4	24	1	3	2	2.1
O=C1COc2cc(S(=O)(=O)CCC(=O)N3CCCCC3)c(Cl)cc2N1	6	.	-2.1	-4	4	8	-8	-14	0	-3	0.9
O=C(CC1C[C@H](C(=O)N2CCOCC2)[C@@]2(CCC3CCCC3)c3[nH]c4ccccc4c3CCN2C1=O)NCCc1ccccn1 (some centres undefined)	-14	.	-2.2	4	0	-2	0	19	-4	4	-1.6
O=C(Nc1ccccc1F)c1cc2nc(C(F)F)cc(C(F)F)n2n1	.	0	-1.6	1	-20	-3	207	-16	-6	0	-0.6
Cc1nn2c(NCCOCCO)c3c(nc2c1-c1ccccc1)CCCC3	14	-11	0.2	-2	2	-2	4	-9	-3	0	-2.2
CCCn1c(N2CCN(C)CC2)nc2c1c(=O)[nH]c(=O)n2C	-4	-2	-0.8	-3	-3	10	-2	-1	-5	-1	-0.1
O=C(NCC1CC1)[C@]1(C(F)(F)F)C[C@H](CCC2CCCCC2)CCCO1	8	.	-1.3	-1	4	0	27	-1	1	0	0.1
CN(C)C(CNC(=O)CSc1nc2sc3c(c2c(=O)n1C)CCCC3)c1ccccc1 (centres undefined)	15	0	31	2	8	-9	0	7	-3	-6	0.2
COc1ccc(N2CCN(C(=O)CCSCc3ccccc3F)CC2)cc1	.	8	0.2	3	-2	1	97	-12	-10	-1	1.0
Cc1ccc(Cl)cc1N1CCN(C(=O)c2noc(C(C)C)c2[N+](=O)[O-])CC1	10	.	-0.8	-2	6	-7	-6	-5	-3	-7	.
O=S(=O)(c1ccc(Cl)cc1)N1CCN=C1SCc1ccc(Cl)c(Cl)c1	23	-2	-0.5	-1	-6	4	10	-16	-13	-1	0.5
CCN(CC(=O)Nc1ccc(NC(C)=O)cc1)C(=O)c1cc2c(s1)CCCC2	-5	4	-0.1	-2	4	-10	152	-7	-10	0	0.4
COc1cccc2c1O/C(=N\O)C(C(=O)Nc1cccc(Br)c1)C2 (centres undefined)	-10	25	-0.8	-4	-7	-2	-1	2	0	1	1.6
Cc1cc(NS(=O)(=O)c2ccc(NC(=O)/C=C/c3ccccc3)cc2)no1	-26	-1	0.5	-4	3	-1	-3	11	-13	3	-0.8
Cc1ccc(NC(=O)CCCN2C(=O)/C(=C/C=C/c3ccccc3)SC2=S)cc1	-5	-2	0.3	11	7	-7	-6	-6	1	-6	2.6
COc1ccc(CC(=O)Nc2ccc(OC(C)=O)cc2C(=O)O)cc1	8	-2	-2.0	3	-3	1	4	-4	-2	1	-0.8
Cc1nc2sc(C(c3ccccc3)N3CCN(c4ccccc4F)CC3)c(O)n2n1 (centres undefined)	0	0	-0.2	-1	0	-9	429	2	-6	0	-0.4
CCOC(=O)c1cc2c(=O)n3cccc(C)c3nc2n(Cc2ccco2)c1=NC(=O)c1ccc(C)cc1	5	-1	-2.0	-6	6	-2	.	-5	-8	2	-2.1
COc1ccc(CCN(C)Cc2nc(-c3cnccn3)no2)cc1OC	1	.	-1.4	5	36	3	-2	8	4	-3	2.2
CCC1CCCCN1Cc1ccc(CNS(=O)(=O)c2ccc3c(c2)oc(=O)n3C)o1 (centres undefined)	10	1	-0.2	3	9	-1	-25	-6	-3	-4	0.6
Cc1cc(=O)oc2c(C)c(OCC(=O)NCCCN3CCCC3=O)ccc12	31	-2	0.2	6	-6	-2	5	-13	-10	-4	1.0
CCC(CC)C(=O)Nc1nnc(S(=O)(=O)Nc2ccc(OC)cc2)s1	3	-4	0.8	-6	13	-7	24	12	-4	-1	0.1
CCOC(=O)C1CCN(S(=O)(=O)c2ccc3c(c2)N(C)C(=O)CC(=O)N3C)CC1	2	-1	0.0	-2	0	-6	27	-15	-8	1	-0.9
Cn1c(SCC(=O)Nc2ccc3[nH]c(=O)[nH]c3c2)nnc1-c1ccc(F)cc1	-17	-2	-0.2	-2	-4	-4	-6	-14	-12	-5	-2.4
Cc1cc(Br)cc(C=Nc2ccc(N3CCOCC3)cc2)c1O	6	-2	-3.0	8	-4	1	59	1	-12	0	1.1
CNS(=O)(=O)c1cc2c3c(cccc3c1)C(=O)NC2=O	-4	14	2.7	-1	6	0	180	7	-5	3	1.2
CCC(C)NC(=O)C1CCN(c2nc(OC)nc(OC)n2)CC1 (centres undefined)	6	2	-0.1	4	-3	-1	8	2	-2	-6	-0.3

In the list so far, 10 contain an aryl methoxy group:
SMILES	PfHsp90 yeast 2	NSD2 inh	C-LANA FP	cardiac RTF act	Rtt109 HAT inh	dFosB act	Mot1-301 SUMO	PvdQ acylase	Cardiac RTF inh	Keap1-Nrf2 PPI	CDK5 inh
CCC(CC)NC(=O)Cc1ccccc1OC	26	2	0.3	-5	-6	4	12	-3	3	0	-1.1
COc1ccc(OC)c2[nH]c(=O)c(CCNS(=O)(=O)c3ccc(F)cc3)cc12	12	-6	0.1	5	-5	-3	-1	-25	-11	-8	-0.4
COc1ccc(CN(C(=O)c2ccc(C)cc2)C2CCS(=O)(=O)C2)cc1 (centres undefined)	12	6	0.0	2	-11	-8	205	-2	-6	-1	1.2
CCOC(=O)CSc1nnc(CNC(=O)c2ccc(OC)cc2OC)n1-c1ccc(OC)cc1	15	-1	0.3	-6	0	-3	21	-17	-2	-2	-0.1
COc1ccc(N2CCN(C(=O)CCSCc3ccccc3F)CC2)cc1	.	8	0.2	3	-2	1	97	-12	-10	-1	1.0
COc1cccc2c1O/C(=N\O)C(C(=O)Nc1cccc(Br)c1)C2 (centres undefined)	-10	25	-0.8	-4	-7	-2	-1	2	0	1	1.6
COc1ccc(CC(=O)Nc2ccc(OC(C)=O)cc2C(=O)O)cc1	8	-2	-2.0	3	-3	1	4	-4	-2	1	-0.8
COc1ccc(CCN(C)Cc2nc(-c3cnccn3)no2)cc1OC	1	.	-1.4	5	36	3	-2	8	4	-3	2.2
CCC(CC)C(=O)Nc1nnc(S(=O)(=O)Nc2ccc(OC)cc2)s1	3	-4	0.8	-6	13	-7	24	12	-4	-1	0.1
CCC(C)NC(=O)C1CCN(c2nc(OC)nc(OC)n2)CC1 (centres undefined)	6	2	-0.1	4	-3	-1	8	2	-2	-6	-0.3
